# Screening data: PubChem, Sanford-Burnham Center for Chemical Genomics
# APJ agonist – activates the human apelin receptor APJ; P35414; CHO-K1 APJ PathHunter beta-arrestin, luminescence; 0% DMSO wells, 100% apelin; activation, % at 20 µM; 330,000 tested, 0.11% active; AID 2520;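 active means activation more than six SD over the plate average, tested at 20 µM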;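 further: 0% = DMSO alone and 100% = apelin-13 at 10 nM; some results filed as inactive read as strong as hits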
#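 Assay system: engineered CHO-K1 APJ arrestin reporter cells; Amount: 1000 CHO-K1 reporter cells seeded per well; Dosing: one dose, 20 µM compound, 1% DMSO; Times: compound stimulation 90 min at 25 °C, detection 60 min; Measured by: luminescent beta-gal fragment complementation, chemiluminescent substrate; Read-out: APJ–arrestin association signal; Controls: DMSO vs Apelin-13 10 nM.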
# UPR XBP1 act – adaptive UPR (XBP1) activation; CHO-XBP1 luciferase reporter, IRE1-XBP1 UPR activation, luminescence; percent of tunicamycin response, DMSO as zero; activation, % at 20 µM; 330,000 tested, 0.33% active; AID 463104;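 active means versus positive control, 20 µM dose yields 30% or more activation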;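 further: 100% = tunicamycin at 10 µg/mL and 0% = DMSO only wells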
#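 Assay system: IRE1-XBP1 luciferase reporter CHO line. Input: 1000 cells/well. Buffer or medium: F12 with 10% serum. Doses: 20 µM, 1% DMSO. Times: overnight seeding at 37 °C, 6 h compound treatment at 37 °C. Technique: Steady-Glo luciferase glow luminescence, 10 min after reagent addition.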
# tim23-1 inh – growth inhibitors of tim23-1 mutant yeast; S. cerevisiae tim23-1 growth, BacTiter-Glo luminescence, 24 h; inhibition, % at 20 µM; 330,000 tested, 1.3% active; AID 463212;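 active means growth inhibition of the mutant yeast at or above 50%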;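 further: temperature-sensitive mutant grown at 25 °C; plate controls were DMSO-treated mutant yeast for no effect and medium wells lacking yeast for full effect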
# UPR CHOP act – apoptotic UPR (CHOP) activation | activation, % at 10 µM | 330,000 tested, 0.34% active | CHO-CHOP luciferase reporter, luminescence; percent of tunicamycin response over DMSO baseline;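 active means at 10 µM dose, activation of 40% or more, normalized to positive control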;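 further: 100% = tunicamycin at 10 µg/mL and 0% = DMSO alone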
#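 Test system: CHO-CHOP cells, stable luciferase reporter of PERK-eIF2a-CHOP signalling | Quantity: 500 CHO-CHOP cells per well | Buffer or medium: F12 plus 10% serum | Compound dosing: 10 µM single point, 0.5% DMSO | Schedule: 6 h compound treatment, 37 °C | Signal: Luciferase luminescence | Control set: Tunicamycin high control, DMSO low control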
# 697 NFkB inh – inhibitors of the PMA/ionomycin-induced NF-kB reporter in 697 B cells; 697 B-cell NF-kB luciferase reporter, 16 h; inhibition, % at 4 µM; 330,000 tested, 0.33% active; AID 435022; in the data active means inhibition above about 35%
# Mdm2-MdmX inh – human Mdm2/MdmX binding inhibition | O15151+Q00987 | SaOS-2 split-luciferase Mdm2/MdmX complementation, luminescence | inhibition, % at 8 µM | 330,000 tested, 3% active;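 active means inhibition of at least 50% at 8 µM in the primary screen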
# Target sequence (O15151 whole entry, looked up): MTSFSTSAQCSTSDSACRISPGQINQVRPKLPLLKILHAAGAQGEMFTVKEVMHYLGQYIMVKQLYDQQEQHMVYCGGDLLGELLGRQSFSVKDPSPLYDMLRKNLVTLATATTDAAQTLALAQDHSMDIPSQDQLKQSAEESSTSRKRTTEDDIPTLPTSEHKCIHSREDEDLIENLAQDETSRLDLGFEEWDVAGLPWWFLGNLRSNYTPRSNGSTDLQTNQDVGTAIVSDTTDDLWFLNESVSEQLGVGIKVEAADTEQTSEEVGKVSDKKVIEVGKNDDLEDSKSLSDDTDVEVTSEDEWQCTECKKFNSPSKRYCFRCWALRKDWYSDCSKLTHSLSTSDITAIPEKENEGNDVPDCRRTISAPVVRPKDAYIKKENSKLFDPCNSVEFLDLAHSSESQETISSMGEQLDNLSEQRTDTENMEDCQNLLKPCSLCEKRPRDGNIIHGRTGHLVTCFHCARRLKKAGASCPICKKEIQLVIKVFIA
# Target sequence (Q00987 whole entry, looked up): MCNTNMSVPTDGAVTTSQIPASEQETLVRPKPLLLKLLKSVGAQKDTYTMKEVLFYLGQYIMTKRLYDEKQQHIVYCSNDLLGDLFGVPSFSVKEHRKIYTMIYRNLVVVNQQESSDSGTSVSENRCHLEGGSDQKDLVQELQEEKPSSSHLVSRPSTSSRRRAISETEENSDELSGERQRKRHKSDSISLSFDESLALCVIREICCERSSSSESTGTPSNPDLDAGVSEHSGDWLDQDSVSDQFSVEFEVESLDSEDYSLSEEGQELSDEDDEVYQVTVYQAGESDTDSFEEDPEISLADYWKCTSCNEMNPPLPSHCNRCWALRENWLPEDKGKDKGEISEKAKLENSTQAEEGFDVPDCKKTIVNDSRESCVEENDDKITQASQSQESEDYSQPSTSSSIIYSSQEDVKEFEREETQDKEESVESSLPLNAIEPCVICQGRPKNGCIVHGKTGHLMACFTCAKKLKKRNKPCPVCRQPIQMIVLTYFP
# APJ antagonist – antagonists of human APJ apelin receptor. P35414. CHO-K1 APJ beta-arrestin complementation, luminescence. inhibition, % at 20 µM. 330,000 tested, 0.32% active;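 active means inhibition above about 40% at 20 µM, limit read from the data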;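 further: cells challenged with 10 nM apelin-13 agonist together with compound; plate controls were apelin-13 plus DMSO wells for no effect and DMSO wells lacking apelin-13 for full effect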
# Jurkat NFkB inh – inhibitors of the PMA/ionomycin-induced NF-kB reporter in Jurkat cells; 330,000 tested, 0.53% active; inhibition, % at 4 µM; PMA/ionomycin-induced NF-kB luciferase reporter, luminescence; in the data active means inhibition above about 50%
# The depositor's hits bear a star; . = no result given.
# Order of results: APJ agonist	UPR XBP1 act	tim23-1 inh	UPR CHOP act	697 NFkB inh	Mdm2-MdmX inh	APJ antagonist	Jurkat NFkB inh
- CNC(=O)CCN(Cc1ccco1)S(=O)(=O)c1ccc(OC)c(OC)c1
    -5	1	-3	0.0	-10	16	0	-8
- COc1ccc(OC)c(-c2nnc(SCC(=O)N3CCOCC3)o2)c1
    -2	-5	-8	-1.8	18	16	5	-5
- CCC(c1nnnn1C1CCCCC1)N1CCN(C(=O)c2ccco2)CC1 (centres undefined)
    0	0	9	-1.8	25	11	-1	-12
- COCCCNC(=S)NNC(=O)c1ccccn1
    0	0	-23	-0.7	-38	-13	-5	-4
- COCCc1nc2ccc(C(=O)NCc3cccc(-n4cccn4)c3)cc2o1
    0	-4	11	-1.3	2	0	-28	1
- Cc1ccccc1OCC(=O)OCC(=O)NCc1ccco1
    -4	0	0	-1.2	7	8	12	-8
- COC(=O)c1sccc1NC(=O)Nc1cccc(OC)c1
    -1	1	41	5.5	8	24	-17	3
- Cc1ccc(C2=NN(C(=S)Nc3ccccc3)C(c3ccco3)C2)cc1 (centres undefined)
    -2	7	10	2.5	-35	-82	7	-85
- COc1ccc(Cl)cc1N/C(N)=N/c1nc(C)cc(C)n1
    -3	-2	2	0.1	2	-9	-2	10
- CCCC(=O)NC(=S)Nc1cccc(-c2nc3ncccc3o2)c1
    -2	-3	20	-1.2	18	2	15	1
- CC(C)C(C)N(Cc1ccc(C(=O)O)cc1)C(=O)c1ccc2ccccc2n1 (centres undefined)
    -2	-3	18	0.8	-3	4	4	-7
- O=C(CCN1C(=O)S/C(=C\C=C\c2ccccc2)C1=O)Nc1ccc(O)cc1
    -1	8	30	7.1	-84	-63	-22	-56
- CCCC[C@@H]1C=C(C(=O)O)[C@H](c2ccc(C#N)cc2)N1S(=O)(=O)c1ccc(C)cc1
    -1	-2	3	-1.2	-9	21	6	3
- O=C(CCc1ccccc1)NNC(=O)c1ccc(F)cc1
    -3	0	9	1.3	3	-11	-11	-2
- O=C(C[n+]1ccc(C(=O)NCc2ccccc2)cc1)c1ccc2c(c1)OCCO2
    -3	0	9	-0.3	13	13	12	-6
- Cc1ccc(/C=N/n2nnnc2N)cc1
    -2	3	7	3.0	-15	-3	-5	-7
- Cc1ccc(/C=C2\CCC3=C2OC(N)=C(C#N)C3c2ccc(C)cc2)cc1 (centres undefined)
    -7	13	38	92*	-9	20	-29	-17
- COC(=O)C1=C(C)N(c2ccc(F)cc2)/C(=C/c2ccc(O)cc2)C1=O
    -3	-4	-3	1.4	19	-7	21	-12
- CC(C)COC(=S)Nc1ccccc1
    -2	6	-19	1.8	-12	16	27	-8
- Cc1ccc(-n2nnnc2-c2cnn(-c3ccc(F)cc3)c2C(F)(F)F)cc1
    -4	-1	28	1.3	-45	20	-5	11

# Three entries already listed, sorted by formula weight, ascending.
# Order of results: APJ agonist	UPR XBP1 act	tim23-1 inh	UPR CHOP act	697 NFkB inh	Mdm2-MdmX inh	APJ antagonist	Jurkat NFkB inh
- Cc1ccc(/C=N/n2nnnc2N)cc1
    -2	3	7	3.0	-15	-3	-5	-7
- CC(C)C(C)N(Cc1ccc(C(=O)O)cc1)C(=O)c1ccc2ccccc2n1 (centres undefined)
    -2	-3	18	0.8	-3	4	4	-7
- O=C(C[n+]1ccc(C(=O)NCc2ccccc2)cc1)c1ccc2c(c1)OCCO2
    -3	0	9	-0.3	13	13	12	-6

# Additional structures
# Order of results: APJ agonist	UPR XBP1 act	tim23-1 inh	UPR CHOP act	697 NFkB inh	Mdm2-MdmX inh	APJ antagonist	Jurkat NFkB inh
- COc1ccc([C@H]2CC(=O)C=C(c3ccc(C)cc3)C2)cc1
    0	-2	39	2.9	-3	-33	3	-16
- CCCN1C(=O)S/C(=C\c2ccc(N3CCOCC3)o2)C1=O
    0	3	23	6.2	11	10	17	1
- Cc1c(Cl)cccc1-n1c(SCC(=O)NCc2cccs2)nnc1-c1ccncc1
    -3	2	10	-1.2	16	-5	3	-1
- COc1cc(C(F)(F)F)c(C(=O)N(C)Cc2cc(Cl)cc(Cl)c2)cn1
    -2	-1	28	-1.8	-7	10	-6	12
- COCCn1c(=NC(=O)CN2C(=O)CCC2=O)sc2cc(S(N)(=O)=O)ccc21
    1	1	4	1.1	-7	42	-4	11
- Cc1nn(C)c(C(=O)N/N=C/c2ccc(Br)cc2)c1Cl
    3	2	3	3.5	-47	-2	8	-21
- COc1ccc(S(=O)(=O)N2CCOCC2)cc1NC(=O)CC(C)c1ccccc1 (centres undefined)
    -1	-4	5	-1.1	3	30	12	-6
- CC(=O)/C(=N\Nc1ccccc1)Sc1nnc(-c2ccccc2)n1-c1ccccc1
    2	0	25	2.5	-24	-15	6	8
- CCN(CC)S(=O)(=O)c1ccc(N2CCOCC2)c(C(=O)O)c1
    -1	-3	13	0.3	-1	-35	-10	7
- C=CCN(CCNP(=O)(OCC)OCC)CP(=O)(OCC)OCC
    -5	-5	1	-3.7	23	1	0	15
- CC(C)(C)NC(=O)C[C@H]1C[C@H](C(=O)N2CCOCC2)[C@@]2(CCC3CCCC3)c3[nH]c4ccc(Cl)cc4c3CCN2C1=O
    .	5	44	5.4	-10	43	.	.
- CCOC(=O)CCC(=O)Nc1ccccc1C(N)=O
    0	-5	10	-0.4	12	0	11	-1
- CC(=O)Oc1ccc(N(C(C)=O)S(=O)(=O)c2ccc(C)cc2C)c2ccccc12
    6	-1	37	-2.4	2	26	10	8
- CCOc1cc(C)c(-c2onc(C(F)(F)F)c2-c2csc(C)n2)c(O)c1
    -3	2	34	2.4	11	-5	-9	6
- CCc1ccccc1NC(=O)NNC(=O)CCc1ccccc1
    0	-5	-1	0.6	21	13	2	8
- CCOc1ncccc1C(=O)NCC(c1ccco1)N1CCCCC1 (centres undefined)
    5	-3	14	-0.3	6	4	7	9
- COc1ccccc1NC(=O)C(=O)N(c1cccnc1)C(C(=O)NC(C)(C)C)c1ccccc1F (centres undefined)
    -3	-3	-2	-0.1	12	15	-4	3
- CCOC(=O)NC1CCS(=O)(=O)C1 (centres undefined)
    -3	4	3	-0.5	9	-11	-10	-9
- CS(=O)(=O)N(CC(=O)NCCSCc1c(F)cccc1Cl)c1ccc2c(c1)OCO2
    -1	0	7	-1.0	0	13	-22	0
- Cc1ccc(C)c(OCC(=O)Nc2cc(C)on2)c1
    -1	3	-11	4.7	-3	-28	-58	-32
- Cc1cnccc1NC(=O)c1cccs1
    -8	3	17	-2.6	-17	10	18	-5
- CCN(C(=O)CSc1nc2ccccc2c(=O)n1C(C)COC)C1CCS(=O)(=O)C1 (centres undefined)
    -4	0	12	0.9	13	-11	14	3
- CN(C)/C=N/c1nc2nccc(-c3ccc(Cl)cc3)n2n1
    -2	-2	2	1.3	-1	-1	-29	-5
- COc1ccccc1N1CCN(/N=C/c2cc(OC)c(O)c(OC)c2)CC1
    2	3	9	0.5	-54	-11	-29	-9
- Cc1nn(C)c(C)c1NS(=O)(=O)c1ccc(OC(F)(F)F)cc1
    -5	-2	14	0.1	-26	-25	4	14
- O=C(CNC(=O)c1ccc(Br)o1)NNC(=O)c1ccccc1
    -6	0	-12	1.5	9	-11	11	4
- COc1ccc(OC)c2[nH]c(=O)c(CCNC(=S)NC(C)(C)C)cc12
    -1	-3	-13	1.2	9	4	14	-7
- COc1cccc(-c2nc(CS(=O)(=O)CC(=O)NCCc3ccc(C)cc3)c(C)o2)c1
    2	-2	20	-0.8	4	13	-47	-14
- O=C(CN(Cc1ccco1)C(=O)Cn1nnc(-c2ccc(F)cc2)n1)NC1CCCC1
    0	-3	6	0.4	13	3	-22	5
- Cc1ccc(Cn2nnc3c(=O)n(CC(=O)N4CCN(c5ccccc5)CC4)cnc32)cc1
    1	-1	14	-2.4	-23	13	11	12
- Cc1ccc(C(=O)COC(=O)c2cn3ccccc3n2)cc1
    1	4	57*	1.6	-2	-16	-11	2
- Cc1[nH]nc2c1C1(CCN(C(=O)OCc3ccccc3)CC1)C(C#N)=C(N)O2
    -1	-2	13	-2.1	-3	7	15	-17
- O=C(CSc1nc2ccccc2c2c1CCCC2)N1CCOCC1
    -3	0	38	-0.4	-11	17	-18	-10
- CC1=C(C(=O)Nc2ccccc2)C(c2ccco2)n2ncnc2N1 (centres undefined)
    -3	-2	12	0.7	3	5	5	7
- CCC(=O)Nc1nnc(Sc2ccc(N(C)C)cc2)s1
    -1	-1	9	-3.1	-4	16	-16	-7
- CSCC[C@H](NC(=O)C1CCN(S(=O)(=O)c2ccc(C)cc2C)CC1)c1nc2ccccc2[nH]1
    -1	-5	-3	0.8	-6	20	-3	4
- COc1ccc(NC(=O)CN2CCN(CC(=O)Nc3ccccc3Cl)CC2)cc1Cl
    1	-3	19	0.5	-2	22	10	-2
- Cc1cccc(C(=O)Nc2ccc(CC(=O)O)cc2)c1
    -2	-2	-1	-2.8	40*	-8	11	8
- CC(C)(C)C(=O)Nc1ccc(C(=O)COC(=O)C2=COCCO2)cc1
    3	7	14	2.9	-8	5	9	16
- CN1CCN(c2ccc(NC(=O)c3ccccc3)cc2)CC1
    -3	-4	-2	3.5	-41	-18	12	-86

# Two consecutive records from above:
# Order of results: APJ agonist	UPR XBP1 act	tim23-1 inh	UPR CHOP act	697 NFkB inh	Mdm2-MdmX inh	APJ antagonist	Jurkat NFkB inh
- Cc1[nH]nc2c1C1(CCN(C(=O)OCc3ccccc3)CC1)C(C#N)=C(N)O2
    -1	-2	13	-2.1	-3	7	15	-17
- O=C(CSc1nc2ccccc2c2c1CCCC2)N1CCOCC1
    -3	0	38	-0.4	-11	17	-18	-10

# The list goes on:
# Order of results: APJ agonist	UPR XBP1 act	tim23-1 inh	UPR CHOP act	697 NFkB inh	Mdm2-MdmX inh	APJ antagonist	Jurkat NFkB inh
- COC(=O)C1=C(C)N(c2ccc(Cl)cc2)/C(=C/c2ccc(O)cc2)C1=O
    -4	7	7	4.1	36*	12	24	16
- Cc1ccc(F)c(Cn2cnc3c(cnn3C(C)(C)C)c2=O)c1Cl
    -3	1	47	0.8	-19	5	-11	-4
- COC(=O)Cn1c(C)c(/C=C/c2cc[n+](C)cc2)c2ccccc21
    2	-5	12	1.8	0	-5	10	-5
- Cc1cc(NC(=O)CSCC(=O)N(C)Cc2ccc(Cl)cc2Cl)no1
    10	1	27	-1.2	-32	12	22	-10
- Cc1cc(C(=O)N2CCCC(C(=O)c3cccc4ccccc34)C2)nc(C)n1 (centres undefined)
    -3	0	3	3.4	4	-28	0	4
- O=C(c1ccco1)N1CCN(c2ncnc3sc4c(c23)CCC4)CC1
    -4	-3	-19	-2.4	-16	29	9	10
- CCc1nc(SCC(=O)c2ccccc2)c2c(=O)n(C)c(=O)n(C)c2n1
    -3	4	10	0.2	-14	8	-4	8
- O=C(CSCc1ccc(Cl)cc1Cl)Nc1ccccc1C(=O)Nc1ccc(C(=O)O)cc1
    -4	-2	11	2.9	-13	29	-4	22
- S=c1nc(C2CC2)n(-c2ccccc2)[nH]1
    -3	-3	4	-0.3	7	4	-4	1
- CS(=O)(=O)n1nc(C(=O)N2CCOCC2)nc1N
    -1	-1	2	0.2	1	-19	5	-5
- OC1(c2ccccc2)c2ccccc2-c2ncccc21 (centres undefined)
    -4	0	8	-2.6	-3	10	7	0
- COc1ccc(/C(C)=N/NC(=O)CNC(=O)c2ccco2)cc1
    -2	0	-6	-1.5	10	11	29	9
- COc1ccccc1NC(=O)Nc1nnc(Cc2ccc(F)cc2)s1
    -1	-3	13	4.2	20	23	-20	0
- CCN(CC)C(=O)Cn1cc(S(=O)(=O)CC(=O)NCc2ccc(C)cc2)c2ccccc21
    0	-3	-7	1.7	1	35	-1	7
